TNAP act hiacc: TNAP (human) activation, high acceptor. purified TNAP, CDP-star luminescence, 1 M DEA, 30 min; hits give high values; 0 = EDTA background, 1 = DMSO-only activity. 200,000 tested, under 10 active. P05186. activation factor at 20 µM. AID 1136;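 active = activation factor at least 2 at 20 µM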
Target sequence (P05186 whole entry, looked up): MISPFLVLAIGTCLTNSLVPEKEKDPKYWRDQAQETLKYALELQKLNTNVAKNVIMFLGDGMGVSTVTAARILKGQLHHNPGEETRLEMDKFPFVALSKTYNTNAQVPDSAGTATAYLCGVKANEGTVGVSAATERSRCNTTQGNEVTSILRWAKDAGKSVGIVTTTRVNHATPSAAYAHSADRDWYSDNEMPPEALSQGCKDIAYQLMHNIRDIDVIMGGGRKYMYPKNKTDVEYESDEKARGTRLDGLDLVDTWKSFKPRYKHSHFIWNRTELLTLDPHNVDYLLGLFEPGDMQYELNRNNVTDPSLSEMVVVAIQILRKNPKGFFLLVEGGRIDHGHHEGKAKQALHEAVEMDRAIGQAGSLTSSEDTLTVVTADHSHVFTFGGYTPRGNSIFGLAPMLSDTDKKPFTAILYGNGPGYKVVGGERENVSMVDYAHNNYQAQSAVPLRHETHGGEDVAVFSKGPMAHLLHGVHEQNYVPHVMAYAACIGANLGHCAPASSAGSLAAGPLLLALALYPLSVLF
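Measured by: Luminescent substrate turnover signal | Test system: Human TNAP | Input: TNAP 1/800 final | Dosing: 20 µM single point | Schedule: 30 min, room temperature | Controls: EDTA wells as negative control, DMSO wells as positive control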
STAT3 inh: inhibitors of IL-6 induced STAT3 signaling | U3A cells, IL-6 STAT3-luciferase reporter, luminescence; host cell line lacks STAT1 | hit rate 0.89% among 190,000 | inhibition, % at 5.5 µM | AID 862;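 active = inhibition above the mean inhibition across all screened compounds plus 3 SD, cut at about 44% in these data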;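 also: 0% = DMSO only wells and 100% = 100 µM nifuroxazide control wells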
bIAP inhibitor: intestinal alkaline phosphatase (bovine) inhibition. purified bovine IAP, CDP-star luminescence, 30 min. inhibition, % at 20 µM. 190,000 tested, under 10 active;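 active = over 50% inhibition of intestinal alkaline phosphatase at 20 µM in the single-dose screen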
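System: Purified bovine intestinal alkaline phosphatase (IAP) enzyme | Input: IAP diluted 1/65,000,000 in the well | Also added: CDP-star chemiluminescent phosphatase substrate, 30 µM final | Dosing: 20 µM single dose | Times: Enzyme reaction for 30 min at room temperature | Detection: Luminescence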
ROMK primary: modulators of human ROMK potassium channel | AID 1918 | hit rate 2% among 130,000 | B-score at 10 µM | P48048 | Tet-inducible ROMK, thallium flux fluorescence; actives lie on both sides;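 active = signal ratio slope over the read window, or its plate-corrected B-score, at least 3 SD from the plate mean, either direction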;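 also: B-score of the F/F0 ratio slope over 7 to 12 s after thallium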
STAT1 inh: reduces IFN-gamma driven STAT1 reporter signal; NIH 3T3 STAT1-luciferase reporter, luminescence; inhibition, % at 5.5 µM; hit rate 0.35% among 200,000; AID 920;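 active = inhibition above a set limit, the mean inhibition across all tested compounds plus 3 SD, cut at about 34% in these data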;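 also: 0% = IFN-gamma with DMSO and 100% = IFN-gamma with 300 µM nifuroxazide; values of inactives mirror those of a sister screen read the other way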
STAT3 act: activators of IL-6 induced STAT3 signaling | activation (% of control), % at 5.6 µM | hit rate 0.91% among 190,000 | U3A cells, IL-6 STAT3-luciferase reporter, luminescence; 100% = signal with IL-6 EC80 alone;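 active = activation above the screen-wide mean of compound activation plus 3 SD, cut at about 130% in these data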;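 also: 0% = background luminescence of wells with medium and substrate only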
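Material: STAT3-luciferase reporter U3A cells. Controls: IL-6-treated wells, 100% activation. Read-out: % activation versus median of IL-6-stimulated wells. Probe or stimulus: IL-6 stimulus at 33 ng/mL final. Timing: compound 1 h, then IL-6 6 h at 37 °C. Signal: reporter luminescence signal.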
PPARg SRC2 recr: PPARgamma-driven SRC-2 recruitment agonism | hit rate 0.34% among 200,000 | P37231 | PPARgamma LBD-SRC-2 recruitment, biochemical | activation, % at 8 µM; in the data active = activation above about 22%;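 also: 0% = vehicle and 100% = reference agonist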
Target sequence (P37231 whole entry, looked up, the tested form may be a part): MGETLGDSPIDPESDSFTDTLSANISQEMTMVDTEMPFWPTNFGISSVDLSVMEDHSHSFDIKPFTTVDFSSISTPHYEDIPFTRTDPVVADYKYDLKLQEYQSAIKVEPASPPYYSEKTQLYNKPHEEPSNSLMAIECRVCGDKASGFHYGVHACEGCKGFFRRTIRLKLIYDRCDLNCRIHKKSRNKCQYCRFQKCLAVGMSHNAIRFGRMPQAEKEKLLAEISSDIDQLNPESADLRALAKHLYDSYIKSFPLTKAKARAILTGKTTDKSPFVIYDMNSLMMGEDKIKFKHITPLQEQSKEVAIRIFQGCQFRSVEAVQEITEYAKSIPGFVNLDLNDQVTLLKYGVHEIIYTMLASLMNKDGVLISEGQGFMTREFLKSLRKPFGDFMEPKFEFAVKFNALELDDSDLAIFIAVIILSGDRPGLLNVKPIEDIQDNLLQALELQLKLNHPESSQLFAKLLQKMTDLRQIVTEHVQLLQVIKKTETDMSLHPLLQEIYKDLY
TR-FRET SRC-2 ct: flags TR-FRET format artefacts in PPARgamma SRC-2 recruitment agonist screen; TR-FRET artefact counter-screen; hits give high values; TR-FRET ratio at 8 µM; hit rate 0.4% among 200,000; in the data active = TR-FRET ratio above about 2000; also: inactives centre near 1500
bIAP act: intestinal alkaline phosphatase (bovine) activation. AID 1016. purified bovine IAP, CDP-star luminescence, 30 min; hits give high values; fold of DMSO-control signal, blank-subtracted. activation factor at 20 µM. hit rate 0.17% among 200,000;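 active = activation factor of 2 or more at 20 µM, a signal rise over negative controls twice the positive control's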
PPARg SRC-3 ag: agonists of human PPARgamma SRC-3 coactivator recruitment; hit rate 0.26% among 200,000; AID 731; biochemical PPARgamma/SRC-3 coactivator recruitment assay; activation, % at 8 µM; in the data active = activation above about 23%;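 also: 0% = DMSO and 100% = reference agonist; some compounds past the cut are filed as inactive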
PPARg SRC-1 ag: promotes SRC-1 coactivator recruitment by human PPARgamma; P37231; PPARgamma-SRC-1 coactivator recruitment biochemical assay; activation, % at 8 µM; hit rate 0.41% among 200,000; in the data active = activation above about 19%;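 also: 0% = DMSO and 100% = reference agonist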
* hit, by the source's call; x = not tested or not shown. Hits appear at their usual frequency; 3.7% or so of the library scored in one or more.

SMILES	TNAP act hiacc	STAT3 inh	bIAP inhibitor	ROMK primary	STAT1 inh	STAT3 act	PPARg SRC2 recr	TR-FRET SRC-2 ct	bIAP act	PPARg SRC-3 ag	PPARg SRC-1 ag
CCc1c(C)[nH]c2nc3ccccc3n2c1=O	1	-3	-9	0.72	-4	108	7	1584	1.1	3	8
CCc1nc(SCC(=O)NCCc2ccccc2)n[nH]1	1	-7	4	x	-11	106	3	1487	1	-6	5
CCOC(=O)CSc1nc2sc(C(=O)O)c(C)c2c(=O)[nH]1	1.1	-5	2	x	7	104	-7	1482	1	4	4
CC1Cc2ccccc2N1C(=O)C1CCN(S(=O)(=O)Cc2ccccc2)CC1 (centres undefined)	1.1	-24	4	-1.3	-4	122	1	1425	1	5	6
CC(=O)OC1OCCOC1NC(=S)Nc1ccc(C)cc1 (centres undefined)	1	-3	-1	-0.07	-2	105	-3	1516	1	2	3
COc1cccc(-c2cc(C(=O)NCCN3CCOCC3)no2)c1	1	6	7	x	-7	99	3	1417	0.9	3	2
COc1ccc(OCCC(=O)Nc2nccs2)cc1	1	-1	-14	x	-7	101	1	1447	1.1	-2	0
Cc1ccc(NC(=S)Nc2cccc3cnccc23)cc1	1	-40	8	0.88	5	137*	5	1607	0.9	1	2
Cc1c(C(=O)Nc2ccc(F)cc2)oc2ccc(S(=O)(=O)N3CC(C)CC(C)C3)cc12 (centres undefined)	1	25	34	0.68	5	83	1	1413	0.7	8	-5
CCOCCOCCC(C(=O)OCC)P(=O)(c1ccccc1)c1ccccc1 (centres undefined)	1	3	8	0.66	1	98	9	1591	0.9	2	6
Cc1ccc(C)c(NC(=O)c2cc(-c3ccccc3)nn2-c2ccccc2)c1	1	12	20	0.53	2	92	6	1309	0.8	-4	2
CCN1C(=O)C(CC(=O)Nc2ccc(OC)cc2)N(CCc2ccc(OC)cc2)C1=S (centres undefined)	1	17	-4	-1.3	11	90	6	1787	1	3	5
FC(F)(F)C(F)(F)c1nnc2ccc(-n3ccnc3)nn12	1	14	5	0.61	5	93	9	1606	0.9	4	-1
COc1ccc(C(=O)c2sc3nc(C)cc(-c4cccs4)c3c2N)cc1	1	5	-14	x	8	96	4	1649	1.1	1	-1
CCc1nc(N2CCCCC2C)c2oc3ccccc3c2n1 (centres undefined)	1	13	-5	x	0	94	4	1396	1	0	-5

Exported as a markdown table: three of the compounds above
| structure | TNAP act hiacc | STAT3 inh | bIAP inhibitor | ROMK primary | STAT1 inh | STAT3 act | PPARg SRC2 recr | TR-FRET SRC-2 ct | bIAP act | PPARg SRC-3 ag | PPARg SRC-1 ag |
| --- | --- | --- | --- | --- | --- | --- | --- | --- | --- | --- | --- |
| CCOCCOCCC(C(=O)OCC)P(=O)(c1ccccc1)c1ccccc1 (centres undefined) | 1 | 3 | 8 | 0.66 | 1 | 98 | 9 | 1591 | 0.9 | 2 | 6 |
| Cc1ccc(C)c(NC(=O)c2cc(-c3ccccc3)nn2-c2ccccc2)c1 | 1 | 12 | 20 | 0.53 | 2 | 92 | 6 | 1309 | 0.8 | -4 | 2 |
| CCN1C(=O)C(CC(=O)Nc2ccc(OC)cc2)N(CCc2ccc(OC)cc2)C1=S (centres undefined) | 1 | 17 | -4 | -1.3 | 11 | 90 | 6 | 1787 | 1 | 3 | 5 |

(further entries)
SMILES	TNAP act hiacc	STAT3 inh	bIAP inhibitor	ROMK primary	STAT1 inh	STAT3 act	PPARg SRC2 recr	TR-FRET SRC-2 ct	bIAP act	PPARg SRC-3 ag	PPARg SRC-1 ag
CCCC(=O)NC(Nc1ccc(S(=O)(=O)Nc2ncccn2)cc1)(C(=O)OCC)C(F)(F)F (centres undefined)	1.1	3	12	x	-3	106	0	1547	0.9	1	2
CC1CCN(S(=O)(=O)c2ccc(NC(=O)CN3CCN(c4ccccc4)CC3)cc2)CC1	1	16	10	x	4	91	5	1407	0.9	7	8
CC(NCc1ccccc1Cl)C(=O)Nc1ccc(C#N)cc1 (centres undefined)	1	9	12	-1	6	94	0	1565	0.9	2	3
O=C(NC(c1ccc(Cl)cc1)c1c(O)ccc2ccccc12)c1ccccc1 (centres undefined)	1	-12	18	0.68	0	108	-8	1559	0.8	2	-1
c1csc(-c2nn3c(C4COc5ccccc5O4)nnc3s2)c1 (centres undefined)	1	-20	12	-0.75	-2	120	13	1426	0.9	4	6
COc1ccc(-n2c(=S)[nH]c3cc(C(=O)Nc4cccc(C)c4)ccc3c2=O)cc1	1	1	33	-0.39	9	102	1	1557	0.7	0	7
CCSc1nc2ccccc2n1C(=O)c1ccc(S(=O)(=O)N2CCCCCC2)cc1	1	26	-8	x	23	81	8	1631	1.1	-2	8
CCOC(=O)c1nc(Nc2ccccc2C)c2ccccc2n1	1	30	6	-0.024	1	79	-6	1506	0.9	-1	3
Cn1c(NN)nc2sc3c(c2c1=O)CC(C)(C)OC3	1	5	0	0.57	-7	98	9	1463	1	11	0
CCOC(=O)N=S(N)(=O)c1ccccc1 (centres undefined)	1.1	5	6	x	1	101	4	1560	0.9	1	2
CCSc1nnc(NC(=O)C2CCCCC2C(=O)OCC(F)(F)C(F)F)s1 (centres undefined)	1.1	7	6	0.052	-1	100	3	1509	0.9	4	-8
O=C(CN(Cc1ccccc1)S(=O)(=O)c1ccc2c(c1)OCCO2)Nc1ccc2c(c1)OCCO2	1.1	9	-6	x	-10	98	9	1532	1.1	4	6
Cc1ccccc1OCC(=O)NCC(=O)N/N=C/c1ccc(Br)o1	1	15	-4	-0.32	10	90	-2	1559	1	3	3
CCCC(=O)Nc1ccc2c(c1)nc(CN1CCCCC1)n2C	1.1	1	23	0.96	0	102	-7	1729	0.8	4	1
COc1ccc(CCN2C(=O)CS/C2=N\NC(=O)c2cccs2)cc1OC	1	2	14	x	10	102	3	1512	0.9	-4	-1
CC(NC(=O)C1CCC1)c1ccc(Br)cc1 (centres undefined)	1	-2	2	x	-3	104	4	1572	1	-1	2
CCOC(=O)C1(CCc2ccccc2)CCN(C(=O)CN2C(=O)CSC2=O)CC1	1	4	-1	0.11	-12	99	-8	1697	1	1	-6
CCCC(=O)Nc1ccc(Oc2ccc(NC(=O)CCC)cc2)cc1	1	0	8	0.36	-5	102	9	1416	0.9	24	-3
Cc1ccccc1Oc1nc2c(C)cccn2c(=O)c1/C=C(\C#N)C(=O)Nc1c(C)n(C)n(-c2ccccc2)c1=O	1	30	18	x	16	76	11	1429	0.8	4	4
COc1ccc(C2COC(=O)C2=N)c(NC(=O)c2ccc(Cl)cc2)c1 (centres undefined)	1	-24	4	-0.64	21	120	0	1621	1	0	8
O=C(Nc1ccc(F)cc1)c1nsc(Cl)c1Cl	1	-32	10	0.94	-47	130	6	1667	0.9	11	3
COc1cccc(CNC(=O)CCC2CCCN(C(=O)c3ccc(OC)o3)C2)c1 (centres undefined)	1.1	-3	-5	-0.043	-4	105	-9	1467	1.1	3	-2
COC(=O)c1ccc(NC(=O)CSc2nnnn2C2CCCCC2)cc1	1	10	-7	x	-4	95	6	1507	1.1	1	1
O=C(O)CCN1/C(=C/C=Nc2ccccc2)Oc2ccccc21	1	0	7	-0.11	1	104	14	1772	0.9	4	5
CCCN(CC1CCCO1)C(=O)CCc1nnc(-c2cc(C)on2)o1 (centres undefined)	1	-5	2	0.054	-8	109	-3	1507	1	-3	-3
O=c1cc(CSc2nc3ccccc3c(=O)[nH]2)c2ccc(O)cc2o1	1	5	-4	-0.2	69*	100	6	1427	1	2	-4
CCc1ccc2[nH]c(=O)c(CN(Cc3ccc4c(c3)OCO4)Cc3nnnn3C3CCCC3)cc2c1	1	0	-7	x	1	104	-3	1649	1.1	4	4
Cc1nn(CC(=O)Nc2ccncc2)c(C)c1[N+](=O)[O-]	1	1	-2	-0.16	-3	101	-1	1463	1	0	0
CC(C)c1ccc(NC(=O)NN2CCOCC2)cc1	1	1	2	-0.57	-53	107	-6	1506	1	4	3
C=CCNc1nc(NCCN2CCOCC2)nc(N2CCOCC2)n1	1.1	-2	9	x	-3	103	4	1442	0.9	5	4
O=C(Nc1ccccc1)C1CCCN1C(=O)NCc1ccccc1 (centres undefined)	1	1	-17	-0.029	-3	101	-8	1561	1.2	3	1
CCN(C(=O)COC(=O)c1cncc(Br)c1)C1CCS(=O)(=O)C1 (centres undefined)	1	-3	4	0.17	-1	106	-7	1330	1	3	-3
O=C(CN1CCN(Cc2ccccc2)CC1)NC(=O)NCc1ccco1	1	9	-2	x	-2	95	3	1506	1	-4	-3
O=C(CSc1ncccn1)N1CCN(Cc2ccccc2)CC1	1.1	0	16	x	-1	104	-9	1474	0.8	-8	-2
CN1CCN(C=NC2=NN(c3cccc(C(F)(F)F)c3)CC2)CC1	1	6	-1	x	4	95	8	1769	1	3	4
COC(=O)c1ccccc1NC(=O)CSc1nnc(C(CO)NC(=O)c2ccccc2Cl)n1C (centres undefined)	1	11	-12	x	10	94	9	1568	1.1	14	14
FC(F)(F)c1ccc(CSc2nccn2-c2ccccc2)cc1	1	13	19	x	5	91	2	1538	0.8	-1	7
S=C(NCCc1ccccc1)N1CCn2cccc2C1c1ccncc1 (centres undefined)	1	5	-4	-1.1	22	103	-2	1518	1	0	-2
Cc1nc2ccccn2c1C(=O)N/N=C/c1ccc(CNC(=O)C(=O)Nc2ccccc2)o1	1	-4	-15	x	11	106	-1	1497	1.1	-1	-13
N=c1n(CC(=O)c2ccc([N+](=O)[O-])cc2)c2ccccc2n1Cc1ccccc1	0.9	4	43	x	1	96	2	1557	0.6	-4	-6
CCc1cc(=O)oc2cc3oc(C)c(C)c3cc12	1	28	5	0.056	-4	82	5	1749	0.9	13	10
Clc1ccc(CON/C=N/c2ncnc3sccc23)c(Cl)c1	1.1	28	23	x	11	81	-8	1548	0.8	11	8
Cc1ccc(NC(=O)c2ccc(F)cc2)nc1	1	22	1	1.1	-37	83	-5	1480	1	0	-3
COCCNc1cc(C)nc2c3c(C)cc(C)nc3nn12	1.1	6	-31	x	-1	100	7	1532	1.3	-1	7
CCC(C(=O)OCn1nnc2ccccc2c1=O)c1ccccc1 (centres undefined)	1	8	6	0.054	4	95	10	1700	0.9	1	5
C=CCc1c(C)nc(SC(C)C)[nH]c1=O	1.1	0	5	0.62	0	102	0	1613	1	-5	-4
Cc1cc(C)n(Cc2ccc(C(=O)NCc3ccco3)o2)n1	1	-8	-4	-0.92	-1	105	2	1557	1	-1	-1

In the list so far, two have a cyano group:
SMILES	TNAP act hiacc	STAT3 inh	bIAP inhibitor	ROMK primary	STAT1 inh	STAT3 act	PPARg SRC2 recr	TR-FRET SRC-2 ct	bIAP act	PPARg SRC-3 ag	PPARg SRC-1 ag
CC(NCc1ccccc1Cl)C(=O)Nc1ccc(C#N)cc1 (centres undefined)	1	9	12	-1	6	94	0	1565	0.9	2	3
Cc1ccccc1Oc1nc2c(C)cccn2c(=O)c1/C=C(\C#N)C(=O)Nc1c(C)n(C)n(-c2ccccc2)c1=O	1	30	18	x	16	76	11	1429	0.8	4	4
